IDE cell activ = IDE (human) activation, cell-based; P14735; HEK cells, FAbeta-B cleavage, fluorescence polarization; 0% vehicle, 100% cell-free pure enzyme wells; activation, % at 5.96 µM; 340,000 tested, 0.073% active; AID 493087;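 active = activation above the mean of all tested compounds plus 3 SD, set per screening campaign, cut at about 17% in these data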
UBC9 SUMO inh = blocks human SUMOylation mediated by UBC9 | inhibition, % at 35 µM | P63279 | HTRF SUMOylation assay, SAE1/SAE2 + UBC9, in vitro | 290,000 tested, 0.36% active; in the data active = inhibition above about 50%, passing the limit was not always enough; also: strong numbers were not always called active
Target sequence (P63279 whole entry, looked up): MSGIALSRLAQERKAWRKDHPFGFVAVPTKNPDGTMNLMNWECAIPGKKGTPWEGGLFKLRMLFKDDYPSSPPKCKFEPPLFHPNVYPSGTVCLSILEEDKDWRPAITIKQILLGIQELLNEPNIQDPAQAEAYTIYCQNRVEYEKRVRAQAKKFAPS
VIM-2 inhibitor = blocks Pseudomonas aeruginosa VIM-2 metallo-beta-lactamase | purified VIM-2, nitrocefin hydrolysis, epi-absorbance fluorescence | inhibition, % at 5.6 µM | 290,000 tested, 0.89% active;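 active = inhibition above the mean of all tested compounds plus 3 SD, cutoff set per screening run, cut at about 7.5% in these data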;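 also: red hydrolysis product quenches plate fluorescence so inhibitors raise well fluorescence; 0% = enzyme with DMSO and 100% = DMSO without enzyme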
PHOSPHO1 block = blocks human PHOSPHO1 phosphatase activity | Q8TCT1 | recombinant PHOSPHO1, absorbance phosphatase assay | inhibition, % at 13.3 µM | 290,000 tested, 1.1% active | AID 1565; in the data active = inhibition above about 60%
Target sequence (Q8TCT1 whole entry, looked up): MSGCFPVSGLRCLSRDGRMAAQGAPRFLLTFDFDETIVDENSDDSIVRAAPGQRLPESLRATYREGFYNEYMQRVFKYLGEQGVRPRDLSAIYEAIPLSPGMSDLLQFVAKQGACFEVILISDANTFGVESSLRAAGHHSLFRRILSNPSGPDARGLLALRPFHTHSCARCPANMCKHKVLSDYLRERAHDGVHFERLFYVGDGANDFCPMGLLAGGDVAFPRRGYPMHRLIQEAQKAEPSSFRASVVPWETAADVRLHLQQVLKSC
IMP-1 inhibitor = inhibitors of Pseudomonas aeruginosa IMP-1 metallo-beta-lactamase; purified IMP-1, nitrocefin hydrolysis, epi-absorbance fluorescence; inhibition, % at 5.6 µM; 290,000 tested, 0.45% active; AID 1556;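 active = inhibition above the mean plus 3 SD of all compounds in the same screening run, cut at about 4.5% in these data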;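 also: 0% = IMP-1 with DMSO and 100% = DMSO wells lacking enzyme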
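System – purified recombinant IMP-1 beta-lactamase · Input – IMP-1 dispensed at 0.2 nM · Timing – 15 min preincubation plus 25 min reaction at 25 °C · Signal – Epi-absorbance fluorescence, 480 nm excitation, 530 nm emission · Measure – percent IMP-1 inhibition derived from blank-referenced optical density · Controls – Enzyme-plus-DMSO low control, enzyme-free DMSO high control · Replication – singlicate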
DNA FID counter = counter-screen for HCV NS3 helicase inhibitors: DNA intercalator displacement | DNA fluorescent intercalator displacement, fluorescence | 290,000 tested, 0.17% active | AID 1845 | inhibition, % at 7.9 µM; in the data active = inhibition above about 37%;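 also: 0% = vehicle and 100% = reference compound; higher means more ethidium bromide displaced from hairpin DNA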
MEKK3 PB1 HTS = modulators (inhibitors or enhancers) of MEK5 binding to human MEKK3 PB1 domain | Q99759 | bead-based flow cytometry, Alexa488-MEK5 binding to MEKK3; actives lie on both sides; 0 = blocked by unlabeled MEK5, 100 = vehicle | binding response (% of control), % at 10 µM | 290,000 tested, 1.4% active | AID 1529;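 active = binding response more than 3 SD above or below the average of its plate-row segment, actives on both sides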;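 also: Alexa488 bead fluorescence after subtracting the streptavidin-only scavenger bead signal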
Target sequence (Q99759 whole entry, looked up, the tested form may be a part): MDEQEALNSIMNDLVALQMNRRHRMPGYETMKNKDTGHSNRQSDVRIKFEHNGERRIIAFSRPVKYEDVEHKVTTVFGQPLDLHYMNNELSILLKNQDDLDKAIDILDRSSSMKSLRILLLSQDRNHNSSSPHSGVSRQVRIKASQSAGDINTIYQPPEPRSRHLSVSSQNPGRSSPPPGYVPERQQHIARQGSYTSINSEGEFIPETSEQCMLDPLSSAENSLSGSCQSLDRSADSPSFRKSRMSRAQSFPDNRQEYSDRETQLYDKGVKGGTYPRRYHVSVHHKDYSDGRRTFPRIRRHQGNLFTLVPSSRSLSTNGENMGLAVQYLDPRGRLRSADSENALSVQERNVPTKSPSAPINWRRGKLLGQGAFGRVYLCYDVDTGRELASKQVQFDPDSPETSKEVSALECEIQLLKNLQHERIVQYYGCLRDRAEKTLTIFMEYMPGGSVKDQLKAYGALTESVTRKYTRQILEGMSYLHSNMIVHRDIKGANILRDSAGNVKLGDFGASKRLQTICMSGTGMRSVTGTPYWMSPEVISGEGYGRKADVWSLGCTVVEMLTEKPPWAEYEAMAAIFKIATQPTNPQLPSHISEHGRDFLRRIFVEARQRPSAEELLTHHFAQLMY
p-CIP stab down = compounds decreasing mouse p/CIP protein stability; Q05BA5; F442A p/CIP-EGFP cells, EGFP fluorescence, 16 h; 290,000 tested, 0.01% active; AID 1984; decrease of EGFP signal, % at 10 µM;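 active = EGFP signal decrease of at least 30% at 10 µM or well 3 SD below plate mean, unless failing retest; inactive = the rest, including hits failing retest or dose response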; also: some compounds called inactive have numbers as strong as hits; many of its hits are not listed in these tables
HCV NS3 hel inh = inhibitors of Hepatitis C virus NS3 helicase; NS3 helicase DNA unwinding, Cy5 molecular beacon fluorescence; inhibition, % at 10.9 µM; 290,000 tested, 0.56% active; AID 1800;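 active = inhibition above the mean of all tested compounds plus 3 SD, set per campaign, cut at about 35% in these data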;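 also: 0% = DMSO wells and 100% = thioflavine S control wells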
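Compound dosing – single dose, 10.9 µM nominal final, DMSO 0.8% final · System – NS3 helicase fragment of HCV · Buffer or medium – MOPS pH 6.5, MgCl2, DTT, Tween20, BSA · Signal – Cy5 beacon fluorescence read at start and 1 h · Also added – annealed dual-labelled DNA beacon duplex, ATP-started · Schedule – 1 h at 25 °C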
* marks the source's active call; other numbers are inactive results; . = no result given; [ ] = remark or other dose. A portion of the library; count on the stated rates, not on these rows.

Each structure is followed by: IDE cell activ	UBC9 SUMO inh	VIM-2 inhibitor	PHOSPHO1 block	IMP-1 inhibitor	DNA FID counter	MEKK3 PB1 HTS	p-CIP stab down	HCV NS3 hel inh
CCOC(=O)C(C(C)=O)c1c(Br)c(O)c(O)c2c(C(=O)c3ccc(C)cc3)coc12 (stereo not given)
→ 0.6	26.0	0.2	11.4	0.2	-22.5	91.0	-26.3	38.0*
CCCc1cc(=O)[nH]c(Nc2ccc(O)cc2)n1
→ 6.2	19.2	-2.0	17.1	-2.0	-1.4	93.0	-2.5	-5.3
O=C(O)c1ccc(/C=C2\SC(=S)N(NC(=O)c3ccc(Br)cc3)C2=O)cc1
→ 4.9	.	-7.1	46.9	-0.8	13.4	97.0	4.0	5.0
O=S(=O)(Nc1ccc(Br)cn1)c1ccc(Cl)s1
→ 2.0	0.7	-2.3	.	-2.6	-8.8	95.0	-5.6	4.5
Cc1ccc(CNC(=O)Cn2ccc3ccccc3c2=O)o1
→ 1.8	18.2	-3.0	-22.3	-0.6	-4.7	0.0*[inhibitor]	-3.4	-1.8
CC(CCn1cccn1)NC(=O)c1cc(COc2ccc(F)cc2F)on1 (stereo not given)
→ 1.1	14.4	-2.5	32.4	-2.4	-13.1	94.0	-5.0	2.3
O=C(NC1CCCC1)C1CCCN(S(=O)(=O)c2ccc(-n3cnnn3)cc2)C1 (stereo not given)
→ 2.4	21.0	-0.4	-16.9	-1.1	-1.5	105.0	-6.8	5.6
O=S(=O)(CCSc1ccc(C(F)(F)F)cn1)c1ccc(Cl)cc1
→ 6.1	-9.5	-2.6	15.9	-1.4	-16.0	94.0	-2.5	-12.3
Cc1nc2sc3c(c2c2nc(-c4ccco4)nn12)CCCC3
→ .	1.6	-0.1	13.9	-0.5	-1.5	102.0	3.6	4.0
Nn1c(SCC(=O)Nc2ccc(Oc3ccccc3)cc2)nnc1C1CC1
→ -5.0	-7.1	-1.6	17.3	-2.1	-12.0	108.0	-4.5	-1.0
N#CCn1c2ccccc2c2nc3ccccc3nc21
→ 4.9	24.6	-0.3	31.2	-2.1	11.7	105.0	-55.8	-0.4
NC(=O)c1cccc2c(=O)oc3ccccc3c12
→ -3.1	21.9	2.6	-11.3	-1.6	-3.0	108.0	3.9	2.4
Cc1ccc(-c2nnn(CCC(=O)NC(C)(C)C)n2)cc1
→ 3.5	4.2	0.6	1.5	2.8	-8.5	106.0	7.4	2.6
CCOC(=O)C1=C(CN2CCN(C(=O)OCC)CC2)NC(=O)NC1c1ccc2c(c1)OCO2 (stereo not given)
→ 1.4	-11.2	-1.9	12.5	-1.4	-29.6	102.0	4.5	5.3
C(=N\n1cnnc1SCc1ccccc1)/c1ccco1
→ -5.2	0.1	-1.9	16.0	-0.3	-0.3	108.0	-14.4	2.4
O=C(NNC1=NS(=O)(=O)c2ccccc21)c1ccc([N+](=O)[O-])cc1
→ 3.0	14.7	-2.0	22.4	-0.9	-1.0	103.0	-20.2	-3.3
COc1ccc(/C=N/Nc2ccccn2)c(OC)c1OC
→ 2.8	8.7	-1.4	19.2	-4.6	-1.5	97.0	-3.4	18.0
Cc1ccc(S(=O)(=O)NNC(=O)c2ccoc2C)cc1
→ -7.0	5.9	0.3	31.8	-1.1	-5.6	97.0	1.9	-2.3
CN(c1ccc(C(=O)NCc2ccc3c(c2)OCO3)cc1)S(C)(=O)=O
→ -0.3	-8.1	-3.4	-3.2	0.3	-15.5	96.0	-3.4	21.7
Cn1c(CN2CCOCC2)c(C#N)c2ccccc21
→ 4.4	35.0	1.0	-4.2	1.7	0.3	98.0	-8.1	0.6
CC(C)(C)OC(=O)NC(CC(=O)OCc1ccccc1)C(=O)O (stereo not given)
→ -2.7	9.9	-2.1	-3.1	-1.4	-8.7	125.0	-2.1	0.1
O=C(c1ccc(F)cc1)[C@@H]1[C@@H](C(=O)c2ccccc2)[C@@]2(C(=O)Nc3ccccc32)[C@H]2c3ccccc3C=CN12
→ .	-3.0	-2.3	-10.7	-1.3	-28.1	90.0	-8.7	3.3
O=C(CSc1oc(-c2ccccc2)nc1S(=O)(=O)c1ccc(F)cc1)NCC1CCCO1 (stereo not given)
→ 0.9	3.1	-3.2	-20.0	-1.9	0.0	107.0	-5.8	12.3
NS(=O)(=O)c1ccc(NC(=O)c2c(F)cccc2Cl)cc1
→ 0.2	-2.6	-3.6	45.0	-2.4	-3.1	131.0*	-17.2	-2.6
C(=C\CSc1ncn[nH]1)/CSc1ncn[nH]1
→ 0.2	9.7	-3.6	-29.3	-2.5	3.6	97.0	0.2	1.8
CC(=O)N1CCc2cc(Br)cc(S(=O)(=O)N3CCc4ccccc43)c21
→ 2.8	13.5	-1.1	-12.7	-0.8	-8.5	102.0	-10.5	-10.4
COc1cc(C(=O)Nc2ccc3c(c2)nc(C)n3C)cc(OC)c1OC
→ 1.9	1.1	1.0	44.4	0.3	1.4	102.0	16.6	12.2
COc1ccc(/C=N/NC(=O)c2cc3c(ccc4ccccc43)o2)cc1OC
→ 1.8	15.7	-1.8	17.0	-1.1	-42.5	105.0	-1.6	-23.0
Cc1ccc(NC(=O)COC(=O)C2=COCCO2)cc1
→ 1.4	1.5	-1.0	13.7	-3.5	0.2	104.0	-1.3	-4.3
COc1cccc(C2=NOC(C(=O)N3CCN(C(=O)c4ccco4)CC3)C2)c1 (stereo not given)
→ 1.3	2.9	1.2	2.1	0.9	-19.5	99.0	-5.0	-4.2
O=C(Nc1ccc(C(=O)O)cc1)/C(=C/c1ccc2c(c1)OCO2)NC(=O)c1cccc(Br)c1
→ 1.2	22.5	0.8	26.7	-0.8	-41.0	97.0	9.1	35.1
Cc1cc(C)c2nc(-c3cccnc3)cc(C(=O)Nc3ccc(S(=O)(=O)Nc4onc(C)c4C)cc3)c2c1
→ 4.4	20.5	-4.6	-16.9	-4.0	-19.6	103.0	-4.8	-43.4
O=C(CN1CCOCC1)Nc1ccc(NC(=O)CN2CCOCC2)c(Cl)c1
→ 9.3	19.8	1.8	-22.1	-1.9	-13.3	101.0	-0.5	12.6
CC(C)c1ccc(NC2CCCN(C(=O)c3cnsn3)C2)cc1 (stereo not given)
→ 3.4	4.6	-0.2	2.9	-2.8	-24.8	105.0	9.2	-5.0
CCCN1CCN(C(=O)Cn2nc(CC)n3c(cc4sccc43)c2=O)CC1
→ 0.6	-2.8	33.0*	33.4	-1.5	-9.5	100.0	-5.2	-15.3
CCOC(=O)c1sc(NC(=O)CSc2n[nH]c(-c3ccc(Cl)cc3Cl)n2)c(C#N)c1C
→ 1.5	-48.2	-2.8	-8.6	0.4	0.9	105.0	-7.7	3.9
COc1cc2[nH]c(=S)nc(NCC3CCCO3)c2cc1OC (stereo not given)
→ 5.3	-7.6	-1.8	-88.6	-0.5	4.7	107.0	-0.6	-12.3
O=C(CC1Nc2ccccc2NC1=O)NCc1cccnc1 (stereo not given)
→ -0.7	17.5	-3.1	20.8	-1.7	-0.6	.	2.7	5.4
CC1Sc2ccc(S(=O)(=O)CCC(=O)NCc3ccc(Cl)cc3)cc2NC1=O (stereo not given)
→ -2.1	-8.3	0.6	10.0	1.1	-30.5	99.0	6.9	3.0
Nc1nnc(SCC(=O)NCc2ccc3c(c2)OCO3)s1
→ 4.4	-5.2	-1.4	7.3	-0.2	-6.8	102.0	-11.8	0.6
CCOC(=O)CSc1nnc(-c2ccco2)n1-c1ccc(C)cc1
→ 3.1	24.4	-2.1	20.0	-2.7	-22.0	101.0	-16.7	-1.8
CCS(=O)(=O)N1CCCC(C(=O)NCCN2CCC(Cc3ccccc3)CC2)C1 (stereo not given)
→ 2.0	4.1	-2.1	8.9	-3.6	9.9	.	-12.4	-5.7
Cc1ccc(S(=O)(=O)N2CC=C(c3ccc(F)cc3)CC2)cc1
→ -0.2	-20.0	-1.6	-1.0	-2.4	-2.2	140.0*	4.0	2.8
CSc1nnc(-c2ccccc2Cl)n1N
→ -3.0	-9.3	-3.9	-26.6	-3.5	3.8	110.0	-2.5	3.9
Cc1ccc(/C=C/C(=O)NCc2ccccn2)o1
→ 1.9	9.6	-4.3	16.5	-4.4	-10.1	97.0	-6.0	25.9
Cc1cc2c3c([nH]c2cc1S(=O)(=O)NCCCOC(C)C)CC(C)(C)CC3=O
→ 5.0	7.8	-2.7	38.1	-0.7	-26.6	102.0	-11.3	-3.6
O=C(O)c1cccc(NC2=C(Cl)C(=O)c3ccccc3C2=O)c1
→ 5.8	30.6	0.7	10.8	-1.1	-2.3	84.0	-10.5	2.7
O=C(CSC1=NCCS1)N1CCc2ccccc21
→ 3.0	4.7	-5.7	-22.1	-3.3	2.5	103.0	-4.3	0.9
CCOC(=O)c1cc2occc2n1Cc1c(F)cccc1Cl
→ -1.5	5.3	-2.7	0.9	-1.0	-9.7	104.0	0.9	4.0
O=C(CSc1ccc2c(c1)OCCO2)Nc1ccc(Br)cn1
→ 1.3	7.6	-0.8	17.4	-1.1	-17.2	99.0	-53.6	10.4

Going on with the list:
Each structure is followed by: IDE cell activ	UBC9 SUMO inh	VIM-2 inhibitor	PHOSPHO1 block	IMP-1 inhibitor	DNA FID counter	MEKK3 PB1 HTS	p-CIP stab down	HCV NS3 hel inh
Cc1ccc(Cn2cccc(-c3nc4ccccc4s3)c2=O)cc1
→ 6.4	7.9	-4.0	21.6	-3.2	-4.9	95.0	9.4	11.0
Cc1nn(C)cc1CN(C)Cc1ccc(OCC(O)CN2CCCCC2)cc1 (stereo not given)
→ 7.3	11.7	-0.9	39.7	0.4	6.8	98.0	12.1	4.5
CN(/C=C/C(=O)C(F)(F)C(F)(F)F)Cc1ccccc1
→ 2.9	2.2	0.6	-4.0	-1.1	-1.4	101.0	0.9	2.1
Cn1c(CNC(=O)c2ccco2)nnc1SCCOc1ccccc1
→ 6.0	9.8	-3.0	-14.2	-1.6	-7.3	103.0	-10.8	8.0
Cc1ccc(SCC(=O)NN2C(=O)c3ccccc3C2=O)cc1
→ 3.3	-5.8	-3.3	17.0	-2.0	-2.9	105.0	16.1	-0.7
CCOc1cc(/C=C(\CC(=O)O)c2nc3ccccc3s2)ccc1OC
→ -1.9	29.8	1.2	-10.0	-1.0	-40.6	99.0	-11.6	25.9
COc1ccc(N(C)C(=O)CCS(=O)(=O)c2cccc3nonc23)c(OC)c1
→ 2.2	-8.3	-2.4	-6.0	-3.2	-4.4	100.0	-0.4	-1.1
Cc1ccc(/C=C/C(=O)Nc2cccc3ncccc23)o1
→ -1.1	7.3	-7.9	-15.0	-1.2	-5.5	99.0	-6.0	-0.8
CC1(C)CC2(CC(C)(C(=O)CSc3nc4ccccc4s3)OC2=O)C(=O)O1 (stereo not given)
→ 2.9	1.9	-2.7	-53.2	-3.9	-21.4	106.0	-13.2	11.1
COC(=O)c1ccc(CNC(=O)C2CCC(=O)N(Cc3ccccn3)C2)cc1 (stereo not given)
→ -5.6	-2.7	-0.9	11.9	-4.5	-5.4	102.0	2.9	-4.4
